Screening results: PubChem, several laboratories
SKKanGAS inh = SKKanGAS growth inhibition; inhibition, % at 7.5 µM; S. pyogenes SKKanGAS, kanamycin growth, BacTiter-Glo, 6 h; 300,000 compounds, 1.3% hits;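 active = mean replicate score, as percent of positive control median, at least 50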;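 note: strain carries kanamycin resistance gene driven by streptokinase promoter and grows in 40 µg/ml kanamycin; loss of luminescence reflects streptokinase promoter inhibition or plain growth inhibition; 0% = median of DMSO wells and 100% = positive control at its reference dose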
ANO1 activ = activates or potentiates the mouse TMEM16A chloride channel. HEK293 TMEM16A/YFP-H148Q/I152L, iodide quench fluorescence; stronger effect = lower value. B-score at 10 µM. 340,000 compounds, 0.3% hits. AID 623877;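 active = fluorescence-ratio B-score plate-corrected deviation score at least 3 library SD below zero, with starting fluorescence score within 5 deviations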;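 note: channel opened by trigger with iodide after compound preincubation; score built on the fluorescence ratio of max minus min over baseline; more negative score means more quench and so TMEM16A activation or potentiation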
TRPC6 inh = blocks the mouse TRPC6 cation channel | HEK293-TRPC6, membrane potential dye, ACh-evoked depolarization; stronger effect = lower value | B-score at 10 µM | 310,000 compounds, 1.1% hits | AID 2553;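 active = B-score under library mean minus 3 SD, initial fluorescence not abnormally high, positive integrated signal ratio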;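 note: B-score derived from integrated fluorescence ratio over the kinetic read; more negative B-score means stronger inhibition of depolarization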
TRPC6 act = activates the mouse TRPC6 cation channel | Q61143 | HEK293-TRPC6 membrane potential dye fluorescence; stronger effect = higher value | B-score at 10 µM | 310,000 compounds, 0.13% hits | AID 2550;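 active = B-score of the integrated fluorescence ratio above library mean plus 3 SD, and starting fluorescence ratio within library mean plus 5 SD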;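 note: higher score means more depolarization so channel activation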
MrgX1 antagonist = human MrgX1 receptor antagonism, primary screen; MRGX1-HEK293 calcium flux, Fluo-4, BAM8-22 antagonism; stronger effect = lower value; 310,000 compounds, 1.3% hits; Q96LB2; B-score at 10 µM;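 active = calcium-response B-score plate-corrected more than 3 library SD below zero, starting fluorescence within 5 deviations, no agonist response on first addition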;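 note: peak minus trough fluorescence over baseline after final BAM8-22 challenge near maximal dose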
TRPC4 block = blocks the mouse TRPC4 cation channel. HEK293 TRPC4beta/mu-opioid, DAMGO-evoked Fluo4 calcium flux; stronger effect = lower value. 300,000 compounds, 0.39% hits. Q9QUQ5. B-score at 10 µM;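 active = B-score over 3 SD under the library average, no early fluorescence shift, positive overall ratio signal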
Target sequence (Q9QUQ5 whole entry, looked up): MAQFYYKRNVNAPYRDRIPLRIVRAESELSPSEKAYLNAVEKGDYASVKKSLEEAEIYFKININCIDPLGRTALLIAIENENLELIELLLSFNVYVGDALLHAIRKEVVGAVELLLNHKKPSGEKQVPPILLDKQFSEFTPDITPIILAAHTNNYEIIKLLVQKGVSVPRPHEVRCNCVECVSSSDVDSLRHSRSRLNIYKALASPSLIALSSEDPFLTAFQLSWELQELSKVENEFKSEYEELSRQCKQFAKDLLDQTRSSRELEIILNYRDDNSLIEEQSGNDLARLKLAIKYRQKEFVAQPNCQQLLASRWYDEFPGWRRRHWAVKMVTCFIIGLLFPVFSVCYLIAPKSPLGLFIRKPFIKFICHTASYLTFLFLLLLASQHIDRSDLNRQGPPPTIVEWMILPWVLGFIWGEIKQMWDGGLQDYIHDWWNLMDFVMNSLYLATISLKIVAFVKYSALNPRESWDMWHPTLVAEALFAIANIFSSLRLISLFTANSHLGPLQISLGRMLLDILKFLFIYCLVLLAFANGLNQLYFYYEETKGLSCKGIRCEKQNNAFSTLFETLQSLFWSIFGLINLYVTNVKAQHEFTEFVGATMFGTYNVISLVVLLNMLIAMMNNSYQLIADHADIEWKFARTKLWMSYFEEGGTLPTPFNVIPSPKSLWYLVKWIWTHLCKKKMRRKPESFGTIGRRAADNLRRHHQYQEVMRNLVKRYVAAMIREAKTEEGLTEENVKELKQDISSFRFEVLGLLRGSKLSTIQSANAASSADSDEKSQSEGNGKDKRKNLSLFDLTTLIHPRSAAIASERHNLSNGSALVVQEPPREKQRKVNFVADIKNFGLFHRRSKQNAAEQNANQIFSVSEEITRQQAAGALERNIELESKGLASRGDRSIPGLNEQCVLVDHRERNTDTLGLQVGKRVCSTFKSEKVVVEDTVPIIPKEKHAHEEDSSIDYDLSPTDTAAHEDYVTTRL
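Test system – stable TRPC4beta/mu-opioid receptor HEK293 cells · Probe or stimulus – DAMGO, a submaximal dose followed by a maximal one · Dosing – one concentration per compound · Signal – Fluo4 calcium fluorescence by kinetic imaging, 5 s 1 Hz baseline · Evaluation – per-well B score of integrated baseline-normalized Fluo4 ratio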
MrgX1 PAM = human MrgX1 positive allosteric modulation, primary screen. Q96LB2. MrgX1-HEK293, Fluo-4 calcium flux, FDSS; stronger effect = higher value. B-score at 10 µM. 310,000 compounds, 0.63% hits;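 active = plate-corrected calcium response at least 3 library SD above typical, normal starting fluorescence, not activating the receptor alone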;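 note: compound read alongside a low EC10 to EC30 dose of BAM8-22 agonist; peak minus trough fluorescence over baseline measured at the second addition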
MrgX1 agonist = human MrgX1 receptor agonism, primary screen; B-score at 10 µM; Q96LB2; MrgX1-HEK293 cells, Fluo-4 calcium fluorescence, agonist mode; stronger effect = higher value; 310,000 compounds, 0.44% hits; AID 588627;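 active = calcium response B-score plate-corrected fluorescence ratio at least 3 library SD, with starting fluorescence B-score inside 5 SD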
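System: HEK293 cells stably expressing human MrgX1 receptor; Dosing: test compound in the initial addition of three; Schedule: overnight plating, then 30 min 37 °C plus 30 min room-temperature dye loading; Detection: kinetic calcium dye fluorescence, Fluo-4 NW; Controls: per-plate positive and negative controls for Z′ factor.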
TRPC4 act = activators of mouse TRPC4 channel. Q9QUQ5. HEK293 TRPC4beta/mu-opioid, Fluo4 calcium fluorescence; stronger effect = higher value. B-score at 10 µM. 310,000 compounds, 0.49% hits;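 active = B-score above 5 SD of library B-scores, and initial fluorescence ratio not above library mean plus 5 SD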;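 note: positive B-score marks a calcium rise read as TRPC4 activation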
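Incubation: 45 min room-temperature Fluo4 loading, 110 s read / System: HEK293 cells stably co-expressing mouse TRPC4beta and mu-opioid receptor / Signal: Fluo4 fluorescence, kinetic / Control set: buffer (low) and maximal DAMGO (high) / Measure: integrated baseline-normalised fluorescence ratio, converted to per-well B score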
TRPC4 PAM = TRPC4 (mouse) allosteric potentiation. B-score at 10 µM. HEK293 TRPC4beta/mu-opioid, DAMGO EC20, Fluo-4 Ca2+ flux; stronger effect = higher value. 310,000 compounds, 0.42% hits;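 active = B-score of calcium response area above 5 SD of library B-scores, with initial fluorescence ratio within 5 SD of library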;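 note: B-score of integrated fluorescence ratio over time as area under calcium response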
TMEM16A inh = mouse TMEM16A channel inhibition, primary screen. Q8BHY3. 310,000 compounds, 1.2% hits. normalized B-score (activity score, 25-100; higher = stronger inhibition) at 10 µM. HEK293 TMEM16A/YFP iodide influx fluorescence, ionomycin;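 active = ratio plate-corrected score three or more library SD toward inhibition, starting fluorescence score within five deviations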;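 note: score derived from kinetic fluorescence span divided by baseline fluorescence per well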
Starred values were filed as active, the others as inactive; i = inactive; · = not tested or not shown.

Value order: SKKanGAS inh, ANO1 activ, TRPC6 inh, TRPC6 act, MrgX1 antagonist, TRPC4 block, MrgX1 PAM, MrgX1 agonist, TRPC4 act, TRPC4 PAM, TMEM16A inh
1	Cc1oc2cc3oc(=O)c(CC(=O)NCC(=O)N[C@@H](C(=O)O)c4ccccc4)c(C)c3cc2c1C
 : 0, i, i, i, i, i, i, i, i, i, i
2	CCS(=O)(=O)C(=C1Nc2ccccc2N1)S(=O)(=O)CC
 : -3, i, i, i, i, i, i, i, i, i, i
3	O=C(c1cnn2c(C(F)(F)F)cc(-c3cccs3)nc12)N1CCCC1
 : -3, i, i, i, i, i, i, i, i, i, i
4	Cc1cc(NC(=S)NC(=O)c2ccco2)c2ccccc2n1
 : -8, i, i, i, i, i, i, i, i, i, i
5	Cn1c(=O)c2c(nc(SCC(=O)c3ccc(F)cc3)n2C)n(C)c1=O
 : 0, i, i, i, i, i, i, i, i, i, i
6	O=C1CCC(C(=O)N2CCCO2)CN1Cc1cccc(C(F)(F)F)c1 (centres undefined)
 : -2, i, i, i, ·, i, ·, ·, i, i, ·
7	O=C(Nc1nnc(S(=O)(=O)N2CCCC2)s1)c1cccc([N+](=O)[O-])c1
 : 44, i, i, i, i, i, i, i, i, i, i
8	O=S(=O)(c1ccccc1)N(Cc1ccccc1)c1ccccn1
 : 0, i, i, i, i, i, i, i, i, i, i
9	Cc1ccc(C)c(C2=CSC3=NCCN23)c1
 : 1, i, i, i, i, i, i, i, i, i, i
10	O=C(O)C1CCCN1c1ncccn1 (centres undefined)
 : 2, i, i, i, i, i, i, i, i, i, i
11	CCS(=O)(=O)N1CCN=C1SCc1cccnc1
 : -6, i, i, i, i, i, i, i, i, i, i
12	O=C(/C=C/c1ccc(F)cc1)N1CCN(Cc2ccccc2)CC1
 : -8, i, i, i, i, i, i, i, i, i, i
13	Cc1nn(CC(=O)N2CCOCC2)c(C)c1[N+](=O)[O-]
 : -3, i, i, i, i, i, i, i, i, i, i
14	Cc1onc(-c2ccc(Cl)cc2Cl)c1-c1csc(COc2ccccc2)n1
 : 2, i, i, i, i, i, i, i, i, i, i
15	CCOc1ccc(Cl)cc1CSc1ncn[nH]1
 : -2, i, i, i, i, i, i, i, i, i, i
16	C/C(=C\c1ccccc1)C(=O)Nc1ccc(S(=O)(=O)Nc2ncccn2)cc1
 : 0, i, i, i, i, i, i, i, i, i, i
17	CCN(C(=O)c1cc(S(=O)(=O)N2CCCCC2)c[nH]1)c1ccc(OC)cc1
 : -5, i, i, i, i, i, i, i, i, i, i
18	Cc1cc(C)c2c(n1)nn1c(C3CC3)cc(C(F)(F)F)nc21
 : 3, i, i, i, i, i, i, i, i, i, i
19	COc1ccc(-c2nnc(SCC(=O)NC(C)c3ccccc3)o2)cc1 (centres undefined)
 : -8, i, i, i, i, i, i, i, i, i, i
20	CCCCn1nc2cc(C(=O)N(CC)c3ccc(OC)cc3)ccc2c1OCC
 : -3, i, i, i, i, i, i, i, i, i, i
21	C=CCn1c(SCC(=O)c2[nH]c(C)c(C(C)=O)c2C)nnc1-c1ccncc1
 : -11, i, i, i, i, i, i, i, i, i, i
22	Cn1c(SCc2ccc(Br)cc2)nc2c(c1=O)SCC2
 : 4, i, i, i, i, i, i, i, i, i, i
23	COc1ccc(C2=[N+](C)CCn3cccc32)c(OC)c1
 : 3, i, i, i, i, i, i, i, i, i, i
24	COc1ccc(CN(C)CC(=O)NC2CCCc3ccccc32)cc1OC (centres undefined)
 : -1, i, i, i, i, i, i, i, i, i, i
25	O=c1c2ccccc2n2cnnc2n1-c1ccccc1
 : -8, i, i, i, i, i, i, i, i, i, i
26	Cc1ccc(CN2CCc3[nH]c(=S)[nH]c(=O)c3C2)cc1
 : 4, i, i, i, i, i, i, i, i, i, i
27	O=C(COC(=O)c1c2ccccc2cc2ccccc12)NCC(F)(F)F
 : -1, i, i, i, i, i, i, i, i, i, i
28	Nc1cc(F)ccc1N1CCCCCC1
 : 9, i, i, i, i, i, i, i, i, i, i
29	CC1(C)CC(=O)C2=C(C1)NC(=O)NC2c1ccccc1 (centres undefined)
 : -5, i, i, i, i, i, i, i, i, i, i
30	COc1ccc(CCN2C(=O)CC(NNC(=O)c3ccccc3Br)C2=O)cc1 (centres undefined)
 : -7, i, i, i, i, i, i, i, i, i, i
31	O=C(NNC(=O)C1CCCCC1)c1ccco1
 : 0, i, i, i, i, i, i, i, i, i, i
32	Cc1cc2oc(=O)cc(Cn3nnc(-c4ccc(Cl)cc4)n3)c2cc1C(C)C
 : -6, ·, i, i, i, i, i, i, i, i, i
33	O=C(COC(=O)CNC(=O)C1CCCCC1)Nc1ccc2ccccc2c1
 : -5, i, i, i, i, i, i, i, i, i, i
34	COc1ccc(-c2cc(=O)oc3cc(OCC(=O)NCC4CCC(C(=O)O)CC4)ccc23)cc1 (centres undefined)
 : 29, i, i, i, i, i, i, i, i, i, i
35	COC(=O)c1ccc(C2C(C(=O)c3cc4ccccc4o3)=C(O)C(=O)N2c2cc(C)on2)cc1 (centres undefined)
 : 23, i, i, i, -5.2*, i, i, i, i, i, i
36	CCOC(=O)c1c(OCCO)nn(-c2ccccc2)c1N
 : -6, i, i, i, i, i, i, i, i, i, i
37	Cc1cc(=O)n2nc(N3CCCC(C(=O)NCc4ccc(F)cc4)C3)sc2n1 (centres undefined)
 : -1, i, i, i, i, i, i, i, i, i, i
38	COc1cccc(N(CC(=O)Nc2cccc(F)c2)S(C)(=O)=O)c1
 : 8, i, i, i, i, i, i, i, i, i, i
39	NC1=NCc2ccccc21
 : 1, i, i, i, i, i, i, i, i, i, i
40	COc1cc(C(=O)NC2CCN(CC(=O)NC3CCCCC3C)CC2)cc(OC)c1OC (centres undefined)
 : 1, i, i, i, i, i, i, i, i, i, i
41	CC(C)(C)OC(=O)N1CCC[C@H]1c1nnc(SCC(=O)Nc2ccc(Br)cc2)o1
 : 1, i, i, i, i, i, i, i, i, i, i
42	CCC(CC)C(=O)Nc1c(C(=O)N2CCN(c3ccccc3)CC2)oc2ccccc12
 : 9, i, i, i, i, i, i, i, i, i, i
43	Cc1cccc(C)c1OCC(=O)Nn1c(=O)[nH]c2ccccc2c1=O
 : 5, i, i, i, i, i, i, i, i, i, i
44	COc1cc(OC)c(N(C)S(=O)(=O)c2cccc(C(=O)OCc3c(C)noc3C)c2)cc1Cl
 : 8, i, i, i, i, i, i, i, i, i, i
45	O=C1c2ccccc2C2(c3cc(C(F)(F)F)cc(C(F)(F)F)c3)NCCN12 (centres undefined)
 : -3, i, i, i, i, -6*, i, i, i, i, i
46	CCCc1nnc(SCC(=O)N2CCCC(C)C2)n1CC1CCCO1 (centres undefined)
 : -2, i, i, i, i, i, i, i, i, i, i
47	O=C(Nc1ccc(O)cc1)c1ccccc1OCc1ccccc1
 : -2, i, i, i, i, i, i, i, i, i, i
48	CCOC(=O)NC(=O)CSc1ccc2ccccc2n1
 : -4, i, i, i, i, i, i, i, i, i, i
49	O=C(CN(CC1CCCO1)C(=O)CNS(=O)(=O)c1ccc(F)cc1)NCC1CCCO1 (centres undefined)
 : 3, i, i, i, i, i, i, i, i, i, i
50	Cc1cc(Nc2ccc(F)cc2C)n2ncnc2n1
 : -2, i, i, i, i, i, i, i, i, i, i
51	Cc1nc(SCC(=O)c2c[nH]c3ccccc23)n[nH]1
 : -2, i, i, i, i, i, i, i, i, i, i
52	CCn1c(CC(=O)Nc2ccc(Cl)cc2)nnc1SCC(=O)N1CCOCC1
 : 1, i, i, i, i, i, i, i, i, i, i
53	Cc1ccc(C)c(Nc2nn3c(=O)c4ccc(C(=O)NCc5cccnc5)cc4nc3s2)c1
 : 19, i, i, i, i, i, i, i, i, i, i
54	CCN(Cc1ccccc1)C(=O)CSc1nc(C)cc2c1C(=O)OC2
 : 3, i, i, i, i, i, i, i, i, i, i
55	O=C1C2CC=CCC2C(=O)N1Cc1nnc(-c2ccc(Cl)cc2)o1 (centres undefined)
 : -7, i, i, i, i, i, i, i, i, i, i
56	COc1ccc(C(=O)NCc2ccc(C)cc2)cc1S(=O)(=O)N1CCCc2ccccc21
 : 12, i, i, i, i, i, i, i, i, i, i
57	Cc1c(CC(=O)O)c(=O)oc2c(C)c(OCc3ccc(F)cc3F)ccc12
 : 13, i, i, i, i, i, i, i, i, i, i
58	CCCCOc1ccc(C2CC(=O)NC2=O)cc1 (centres undefined)
 : -1, i, i, i, i, i, i, i, i, i, i
59	Fc1ccc(-c2nnc3ccc(N4CCCC4)nn23)cc1
 : -3, i, i, i, i, i, i, i, i, i, i
60	COc1cc(C(=O)NNC(=O)Cc2ccc(S(=O)(=O)N3CCOCC3)s2)cc(OC)c1OC
 : 1, i, i, i, i, i, i, i, i, i, i

Following part:
Value order: SKKanGAS inh, ANO1 activ, TRPC6 inh, TRPC6 act, MrgX1 antagonist, TRPC4 block, MrgX1 PAM, MrgX1 agonist, TRPC4 act, TRPC4 PAM, TMEM16A inh
61	O=c1cc(-c2ccccc2)[nH]c2ccc(F)cc12
 : -4, i, i, i, i, i, i, i, i, i, i
62	COCCN(C(=O)COC(=O)c1ccccc1Cc1ccccc1)c1c(N)n(Cc2ccccc2)c(=O)[nH]c1=O
 : -12, i, i, i, i, i, i, i, i, i, i
63	S=C(NCC1CCCO1)N1CCN(Cc2ccccc2)CC1 (centres undefined)
 : 3, i, i, i, i, i, i, i, i, i, i
64	c1ccc(-c2nccc(-c3ccc(-n4cnc5ccccc54)cc3)n2)nc1
 : 4, i, i, i, i, i, i, i, i, i, i
65	CCOC(=O)c1c(C2CC2)csc1NC(C)=O
 : -6, i, i, i, i, i, i, i, i, i, i
